HTR2A ag: mouse HTR2A agonism via beta-arrestin recruitment; P35363; CHO-K1 mHTR2A beta-arrestin complementation, luminescence; percent of 30 µM serotonin response; activation, % at 7.6 µM; hit rate 0.66% among 360,000; AID 624169;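 active means activation above a run cutoff, the mean activation of all tested compounds plus 3 SD, cut at about 14% in these data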;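 further: 0% = plate median of compound wells and 100% = 30 µM serotonin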
MC4R barr agon: agonists of human melanocortin 4 receptor (MC4R) beta-arrestin; U2OS MC4R beta-arrestin complementation, luminescence; percent of melanotan II response, DMSO zero; hit rate 0.98% among 360,000; activation, % at 8.9 µM; P32245;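 active means activation above a per-plate cutoff, the mean activation of sample wells on that plate plus 3 SD, cut at about 8% in these data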
TLR9-MyD88 block: blocks human TLR9 binding to MyD88; Q9NR96+Q99836; CHO BLA complementation TLR9-MyD88, CCF4 FRET ratio; inhibition, % at 4.98 µM; hit rate 0.21% among 340,000;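 active means inhibition above the mean over all tested compounds plus 3 SD, cut at about 21% in these data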;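 further: 0% = DMSO only wells and 100% = clavulanate BLA inhibitor control wells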
NOD2-RIPK2 inh: blocks binding of human NOD2 to RIPK2. inhibition, % at 4.98 µM. AID 624267. O43353. CHO BLA complementation NOD2-RIPK2, CCF4 ratio. hit rate 0.38% among 360,000; in the data active means inhibition above about 21%;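 further: 0% = vehicle only and 100% = reference blocker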
MC4R antag cAMP: human MC4R antagonism in cAMP assay; P32245; MC4R-expressing cells, MTII-stimulated cAMP, LANCE TR-FRET; inhibition, % at 6.5 µM; hit rate 0.48% among 360,000;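 active means inhibition above its plate's cutoff, the mean of tested wells on that plate plus 3 SD, cut at about 29% in these data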;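 further: 0% = Melanotan II alone and 100% = Melanotan II plus saturating MCL0020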
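Material – human MC4R-expressing U2OS cells · Repeats – no replicates · Detection – TR-FRET with Eu-cAMP and labeled anti-cAMP, 671 nm · Times – compound 30 min, challenge 1 h, detection 1 h · Compound – single nominal compound dose of 6.5 µM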
ABHD5-PLIN5 inh: ABHD5-PLIN5 protein interaction inhibition | inhibition, % at 4 µM | AID 602281 | Q00G26+Q8WTS1 | hit rate 0.78% among 360,000 | Split G. princeps luciferase complementation, luminescence, 4 h;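 active means inhibition above the mean inhibition across every tested compound plus 3 SD, cut at about 22% in these data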;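 further: 0% = DMSO only wells and the 100% control is not disclosed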
SRC2 inh: inhibits human steroid receptor coactivator 2 | HEK293 GAL4-SRC2 luciferase reporter, luminescence | Q15596 | inhibition, % at 9 µM | AID 651957 | hit rate 0.17% among 370,000;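 active means inhibition above the mean inhibition of all tested compounds plus 3 SD, set per campaign, cut at about 52% in these data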;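 further: 0% = DMSO treated cells and 100% = cells given Gossypol at 36 µM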
Glyco luc inh: N-linked glycosylation inhibition | D54 ERlucT glycosylation luciferase reporter, 24 h; percent of 100 nM tunicamycin response | reporter increase, % at 12.5 µM | hit rate 0.23% among 360,000 | AID 588692;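 active means mean luciferase reporter signal, scaled so untreated is 0 and the glycosylation-blocking control 100, at or above a set limit in every replicate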;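 further: luciferase carries N-glycosylation sites so blocking glycosylation raises the light; 0% = median of neutral control wells and 100% = median of 100 nM tunicamycin wells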
Cardio protect: modulators protecting cardiomyocytes from myocardial damage. AID 588492. protection from H2O2 cell death, % at 20 µM. H9c2 cardiomyocytes, H2O2 injury protection, ATPLite, 2 h. hit rate 0.63% among 360,000;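 active means compounds giving at least 50% protection of heart cells from peroxide-induced death in the single-dose screen, raw or plate-pattern-corrected value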;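 further: 0% = DMSO wells with peroxide and 100% = DMSO wells without peroxide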
ABCB6 inh 2: inhibitors of human ABC transporter ABCB6; Q9NP58; K562-ABCB6 porphyrin accumulation, flow cytometry, 1 h; hits give low values; fluorescence ratio to DMSO, % at 10 µM; hit rate 0.19% among 360,000; AID 602162;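 active means fluorescence ratio to DMSO below 75%, the collection mean minus 3 SD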;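 further: signal is porphyrin accumulated inside mitochondria; 100% equals median channel fluorescence of DMSO control wells; lower ratio means ABCB6 inhibition with less porphyrin fluorescence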
Target sequence (Q9NP58 whole entry, looked up): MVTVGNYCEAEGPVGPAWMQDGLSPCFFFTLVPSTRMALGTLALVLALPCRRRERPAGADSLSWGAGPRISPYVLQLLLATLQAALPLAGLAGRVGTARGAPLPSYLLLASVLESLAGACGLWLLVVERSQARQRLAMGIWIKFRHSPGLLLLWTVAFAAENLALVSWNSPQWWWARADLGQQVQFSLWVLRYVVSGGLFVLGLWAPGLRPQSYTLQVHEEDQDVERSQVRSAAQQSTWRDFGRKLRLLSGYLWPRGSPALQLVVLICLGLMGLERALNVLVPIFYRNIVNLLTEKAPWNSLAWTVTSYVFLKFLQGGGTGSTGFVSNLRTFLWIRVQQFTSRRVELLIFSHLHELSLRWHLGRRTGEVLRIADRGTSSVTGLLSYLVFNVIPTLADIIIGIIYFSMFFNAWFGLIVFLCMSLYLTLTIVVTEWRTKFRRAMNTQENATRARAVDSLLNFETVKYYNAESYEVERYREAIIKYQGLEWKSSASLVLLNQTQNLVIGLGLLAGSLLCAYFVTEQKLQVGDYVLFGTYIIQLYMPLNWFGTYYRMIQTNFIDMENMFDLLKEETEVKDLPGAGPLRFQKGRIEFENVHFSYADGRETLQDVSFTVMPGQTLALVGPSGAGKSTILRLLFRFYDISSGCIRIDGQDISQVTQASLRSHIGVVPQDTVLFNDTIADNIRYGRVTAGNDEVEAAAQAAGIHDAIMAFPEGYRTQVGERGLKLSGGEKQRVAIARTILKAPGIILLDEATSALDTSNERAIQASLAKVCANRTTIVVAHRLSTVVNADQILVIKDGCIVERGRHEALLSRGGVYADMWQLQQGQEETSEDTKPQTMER
* hit, by the source's call; / = not tested or not shown. An excerpt, so the mix of outcomes need not match the whole.

#	SMILES	HTR2A ag	MC4R barr agon	TLR9-MyD88 block	NOD2-RIPK2 inh	MC4R antag cAMP	ABHD5-PLIN5 inh	SRC2 inh	Glyco luc inh	Cardio protect	ABCB6 inh 2
1	Cc1ccccc1CNC(=O)C1CCCN(c2cnccn2)C1 (configuration not stated)	-2	-2.1	-7	-1	1	-2	-22	1	4	104
2	Cc1ccccc1-c1nc(CN(C)C(C)c2ccon2)c(C)o1 (configuration not stated)	1	-3.1	-6	2	16	-8	11	-2	-2	102
3	Cc1sc2nc(SCC(=O)N3CCOCC3)[nH]c(=O)c2c1-c1ccccc1	1	-2.4	-1	-6	2	-1	-18	1	3	100
4	Cc1ccc(C(=O)NCC(=O)NNC(=O)CN(C)S(=O)(=O)c2ccc(Cl)cc2)s1	-5	-3.3	1	7	3	-8	12	0	-1	97
5	COc1ccccc1C1CCN(C(=O)C2CCCCC2)CC1	1	0.6	-1	-26	-6	4	10	0	0	89
6	NC(=O)NCc1ccc(F)cc1	-3	-0.2	5	12	11	0	-14	-1	5	102
7	CC12CCC(C(N)C1=O)C2(C)C (configuration not stated)	2	-2.5	-13	9	7	-3	1	1	0	94
8	Cc1nc(C)c(C(=O)OCC(=O)NCc2ccccc2)s1	12	0.6	7	-14	11	4	-38	-1	0	111
9	CCN(CC)S(=O)(=O)c1ccc(N2CCOCC2)c(NC(=O)C(C)Oc2ccc(F)cc2)c1 (configuration not stated)	-1	1.4	3	-20	4	0	13	-3	10	104
10	S=c1[nH]c2ccccc2n1CCc1ccncc1	4	0.7	-9	3	6	8	8	-1	6	100
11	Cc1ccc(NC(=O)CN(C)C(=O)CSc2ccccc2F)cc1	1	0.3	-14	1	14	10	-21	-7	-4	108
12	COc1ccc(NC(=O)CN(C)CC(=O)N2CC(=O)Nc3ccccc32)cc1	-2	-1.2	3	0	6	-8	6	8	1	95
13	Cc1sc2nc(CSc3ccccc3)nc(N3CCOCC3)c2c1C	-4	2.3	11	-10	0	2	16	0	-8	313
14	CCCS(=O)(=O)N1CCCC(C(=O)NCCCOC(C)C)C1 (configuration not stated)	7	-0.9	2	13	2	-5	2	3	4	104
15	O=c1c2ccccc2ncn1-c1ccc([N+](=O)[O-])cc1Cl	-2	-0.9	2	-4	5	-6	15	1	-3	97
16	Cc1cccc(C)c1Cn1c(C)c(C(=O)NCCC#N)sc1=O	1	0.1	/	-8	-1	10	3	-6	1	83
17	CCCCNC(=O)/C(C#N)=C/c1cccnc1	3	-0.5	-5	3	2	1	-5	2	7	99
18	Cc1ccc(-c2nnc(CSc3nc4cc5c(cc4cc3C)OCO5)o2)cc1	-1	1.6	-9	1	-5	-6	-10	-8	-4	105
19	COc1ccccc1N(C)S(=O)(=O)c1ccc(C)c(C(=O)NCc2ccccn2)c1	-7	-1.6	-12	-1	2	-4	9	1	7	78
20	O=C(NCc1ccc2c(c1)OCO2)c1cc(=O)[nH]c2ccccc12	-3	-0.2	1	-1	1	-3	-40	-1	-6	99
21	CCN(CC)CCCNC(=O)c1cc(-c2ccc(Cl)cc2)on1	-7	3.7	4	7	-4	21	-10	-3	9	98
22	COc1ccc(-c2nn(-c3ccccc3)cc2/C=C(/C#N)C(N)=O)cc1[N+](=O)[O-]	-3	0.5	-3	6	-6	-1	3	5	-2	100
23	CN[C@H]1CCc2cc(OC)c(OC)c(OC)c2-c2ccc(N(C)CC(OC)OC)c(=O)cc21	1	1.2	-2	-4	14	-15	1	12	6	98
24	Cc1ccc(N2Cc3ccccc3C2=S)cc1	-2	-2.6	-6	-10	17	3	-69	-4	-20	99
25	CCOC(=O)CC1C(=O)NCCN1C(=O)COc1ccc(Br)cc1C (configuration not stated)	4	0.1	-3	-3	5	0	-1	0	-2	89
26	Cn1c(N)c(C(=O)COC(=O)C2=NNC(=O)CC2)c(=O)n(C)c1=O	-5	-3.1	4	-7	9	2	-22	1	0	96
27	Cn1c(Cc2cccs2)nnc1SCC(=O)N1CCc2ccccc21	-4	-1.3	4	-2	4	2	6	2	10	100
28	CCNc1nc(NCC)nc(OCC(=O)O)n1	3	0.7	4	-2	10	-3	20	1	1	107
29	CCOc1cc(C(=O)N2CCC3(CC2)NCCc2[nH]cnc23)cc(OCC)c1OCC	-2	-0.6	0	3	0	2	9	1	-2	98
30	O=C(CCn1ccnc1)Nc1cc(Cl)ccc1O	-5	-0.9	2	-10	6	6	1	3	-2	96

Results in HTR2A ag and ABHD5-PLIN5 inh (2 entries from above):
item | mol | HTR2A ag | ABHD5-PLIN5 inh
24 | Cc1ccc(N2Cc3ccccc3C2=S)cc1 | -2 | 3
25 | CCOC(=O)CC1C(=O)NCCN1C(=O)COc1ccc(Br)cc1C (configuration not stated) | 4 | 0

Further records:
#	SMILES	HTR2A ag	MC4R barr agon	TLR9-MyD88 block	NOD2-RIPK2 inh	MC4R antag cAMP	ABHD5-PLIN5 inh	SRC2 inh	Glyco luc inh	Cardio protect	ABCB6 inh 2
31	COc1ccc(C2CC(c3ccccc3Cl)Nc3ncnn32)cc1OC (configuration not stated)	1	0.6	-3	1	4	8	-4	1	-12	96
32	Cc1sc2nc(CSc3cccc(C(F)(F)F)c3)[nH]c(=O)c2c1C	3	16*	1	-7	-10	4	-3	-1	-9	94
33	O=C(O)COc1ccccc1C=NNC(=O)c1ccc(NS(=O)(=O)c2cccs2)cc1	-3	-2.3	11	-9	-3	8	-8	-1	1	95
34	CS(=O)(=O)c1ccc(C(=O)Nc2ccc(N3CCCC3)cc2)c(Cl)c1	-2	-3.4	-6	-6	4	-3	-23	2	-7	103
35	CC(C)NC(=O)C1(C)CCN1Cc1ccc(-c2ccccc2)cc1 (configuration not stated)	-4	-0.4	/	3	2	-1	8	-2	-12	82
36	COCCCNC(=O)CC(NCCCOC)C(=O)O (configuration not stated)	1	0.9	6	0	2	13	1	2	12	98
37	CC(C)c1ccc2c(c1)[C@H]1OCC[C@H]1[C@@H](c1cccs1)N2	-4	1.1	-2	2	4	-8	-10	2	-17	99
38	COc1ccc2nc(Nc3nc4cc5c(cc4s3)OCCO5)sc2c1	3	-2.3	-13	-17	2	-2	-4	-1	-6	86
39	CCOc1cc(-c2nc3n(c(=O)c2C#N)CCS3)ccc1O	-2	1.6	7	0	16	0	-7	1	-3	117
40	CCC(C(=O)Nc1ncc(C)s1)c1ccccc1 (configuration not stated)	0	-2.3	13	4	0	2	25	-2	-6	96
41	CCc1nnc(NC(=O)CCN2C(=O)/C(=C/c3cc(OC)c(OC)c(OC)c3)SC2=S)s1	10	-0.8	-3	-11	18	-3	-20	3	3	101
42	Cc1c(O)ccc(C(=O)CN2CCN(c3ccc(F)cc3)CC2)c1O	-6	-2.5	2	-8	6	1	5	-1	-1	94
43	CC(=O)Nc1sc2c(c1C(c1ccc(Cl)cc1)N1CCOCC1)CCCC2 (configuration not stated)	-4	-0.3	-2	8	18	-5	-3	1	7	114
44	O=C(CN1C(=O)CSc2ccc(S(=O)(=O)N3CCCCC3)cc21)NCc1ccccc1Cl	2	-1.4	0	-11	8	-3	17	-3	9	94
45	Cc1cccc(C(=O)O/N=C(\N)c2ccccn2)c1	6	0.1	-9	-5	9	4	48	-19	-18	97
46	S=c1[nH]nc(-c2ccccn2)n1/N=C/c1cccs1	-3	0.2	-10	-3	-1	-8	-2	1	-1	98
47	CC(C)(C)C(=O)NC(=C(Cl)Cl)P(=O)(O)O	0	0.1	-16	-4	4	-1	11	4	-2	106
48	CCC1CCCCN1CCCNC(=O)CN1C(=O)CSc2ccc(S(=O)(=O)N3CCC(C)CC3)cc21 (configuration not stated)	-6	-0.4	-1	-17	3	3	7	4	-4	97
49	CN(C)c1ccc(/C=N/N2CCN(c3ccccn3)CC2)cc1	8	-1.6	-5	-14	6	-11	-22	0	2	97
50	CN(C)c1nc(SCc2ccc(Cl)cc2)nc2c1CCCC2	-5	-2.5	5	-5	-11	-11	-10	-5	-14	94

7 compounds drawn at random from the list so far, as already listed:
#	SMILES	HTR2A ag	MC4R barr agon	TLR9-MyD88 block	NOD2-RIPK2 inh	MC4R antag cAMP	ABHD5-PLIN5 inh	SRC2 inh	Glyco luc inh	Cardio protect	ABCB6 inh 2
45	Cc1cccc(C(=O)O/N=C(\N)c2ccccn2)c1	6	0.1	-9	-5	9	4	48	-19	-18	97
42	Cc1c(O)ccc(C(=O)CN2CCN(c3ccc(F)cc3)CC2)c1O	-6	-2.5	2	-8	6	1	5	-1	-1	94
50	CN(C)c1nc(SCc2ccc(Cl)cc2)nc2c1CCCC2	-5	-2.5	5	-5	-11	-11	-10	-5	-14	94
41	CCc1nnc(NC(=O)CCN2C(=O)/C(=C/c3cc(OC)c(OC)c(OC)c3)SC2=S)s1	10	-0.8	-3	-11	18	-3	-20	3	3	101
43	CC(=O)Nc1sc2c(c1C(c1ccc(Cl)cc1)N1CCOCC1)CCCC2 (configuration not stated)	-4	-0.3	-2	8	18	-5	-3	1	7	114
47	CC(C)(C)C(=O)NC(=C(Cl)Cl)P(=O)(O)O	0	0.1	-16	-4	4	-1	11	4	-2	106
48	CCC1CCCCN1CCCNC(=O)CN1C(=O)CSc2ccc(S(=O)(=O)N3CCC(C)CC3)cc21 (configuration not stated)	-6	-0.4	-1	-17	3	3	7	4	-4	97

(listing goes on)
#	SMILES	HTR2A ag	MC4R barr agon	TLR9-MyD88 block	NOD2-RIPK2 inh	MC4R antag cAMP	ABHD5-PLIN5 inh	SRC2 inh	Glyco luc inh	Cardio protect	ABCB6 inh 2
51	O=C(Nc1nnc(-c2cccs2)o1)c1cccc(C(F)(F)F)c1	0	-3.3	-7	-21	1	3	7	2	15	99
52	Clc1ccccc1C=NNc1ccccn1	0	3.5	-3	-13	-2	-2	-39	1	-2	94
53	C=CCN1CCN(C(=O)c2oc3ccccc3c2C)CC1	-8	-0.6	4	-5	22	-3	-6	0	0	90
54	CC(=O)O/N=C/c1c(NCc2ccccc2)nc2c(C)cccn2c1=O	4	2.3	/	5	-15	-5	-34	0	-4	103
55	CCCN1CCN(C(=O)C2CCN(S(=O)(=O)c3ccc4c(c3)oc(=O)n4C)CC2)CC1	-4	0.0	1	-1	2	-7	-9	-1	13	99
56	O=C(O)c1ccc2c(c1)C(=O)N(CCc1c[nH]c3ccccc13)C2=O	1	-2.7	-9	-1	6	-3	-64	2	5	97
